# APP 5'UTR act: activators of APP 5'UTR luciferase reporter, primary screen, SH-SY5Y cells; SH-SY5Y APP 5'UTR luciferase reporter, luminescence; zero percent = DMSO vehicle wells; activation, % at 2 µM; 1% of 190,000 active; AID 1276, 2008;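 active = activation above a set limit, based on mean plus 3 SD of controls, cut at about 140% in these data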; also: values of inactives mirror those of a sister screen read the other way
# APP transl inh: inhibitors of APP translation via 5'UTR reporter, primary screen, APP 5'UTR luciferase, SH-SY5Y cells; SH-SY5Y APP 5'UTR-luciferase reporter, luminescence; inhibition, % at 2 µM; 0.82% of 190,000 active;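 active = inhibition above a set limit, derived from the sample mean plus 3 SD, cut at about 45% in these data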; also: values of inactives mirror those of a sister screen read the other way
# Hsp70 act: Hsp70 transcriptional activators, primary screen, cell-based, HeLa, Hsp70 promoter luciferase, luminescence, 10 µM | HeLa Hsp70 promoter luciferase reporter; scaled: vehicle 0, proteasome-inhibitor control 100% | activation, % at 10 µM | 0.04% of 200,000 active | AID 1203, 2008;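 active = activation above the mean across all tested compounds plus 3 SD, cutoff set per campaign, cut at about 5.5% in these data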;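 also: 100% = MG132 at 30 µM as the positive control and 0% = DMSO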
# STAT1 act: STAT1 signaling activators, primary screen, cell-based, HTS, luciferase reporter; NIH 3T3 STAT1-luciferase reporter, IFN-gamma, luminescence; 100% = IFN-gamma alone, no compound; activation (% of control), % at 5.5 µM; 2.6% of 200,000 active;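 active = activation above the screen-wide mean activation plus 3 SD, cut at about 130% in these data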;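 also: raw ratio to IFN-gamma control signal so 100% means no change and 0% no light; values of inactives mirror those of a sister screen read the other way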
# STAT3 inh: IL-6 driven STAT3 reporter inhibitors, primary screen, U3A cells, luciferase, luminescence, MLSCN library. AID 862, 2007. 0.89% of 190,000 active. IL-6 STAT3-luciferase reporter; host cell line lacks STAT1. inhibition, % at 5.5 µM;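 active = inhibition above the mean inhibition across all screened compounds plus 3 SD, cut at about 44% in these data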;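 also: 0% = DMSO only wells and 100% = 100 µM nifuroxazide control wells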
# FLuc inh counter: firefly luciferase enzyme inhibitors, primary screen, artefact control for luciferase-based inhibitor screens, biochemical, luminescence, ATPLite; 10 min; inhibition, % at 10 µM; Luciferin 4-monooxygenase (Photinus pyralis), P08659; 1.5% of 200,000 active;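 active = inhibition above about 50% when tested at 10 µM, limit read from the data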
# Target sequence (P08659 whole entry, looked up): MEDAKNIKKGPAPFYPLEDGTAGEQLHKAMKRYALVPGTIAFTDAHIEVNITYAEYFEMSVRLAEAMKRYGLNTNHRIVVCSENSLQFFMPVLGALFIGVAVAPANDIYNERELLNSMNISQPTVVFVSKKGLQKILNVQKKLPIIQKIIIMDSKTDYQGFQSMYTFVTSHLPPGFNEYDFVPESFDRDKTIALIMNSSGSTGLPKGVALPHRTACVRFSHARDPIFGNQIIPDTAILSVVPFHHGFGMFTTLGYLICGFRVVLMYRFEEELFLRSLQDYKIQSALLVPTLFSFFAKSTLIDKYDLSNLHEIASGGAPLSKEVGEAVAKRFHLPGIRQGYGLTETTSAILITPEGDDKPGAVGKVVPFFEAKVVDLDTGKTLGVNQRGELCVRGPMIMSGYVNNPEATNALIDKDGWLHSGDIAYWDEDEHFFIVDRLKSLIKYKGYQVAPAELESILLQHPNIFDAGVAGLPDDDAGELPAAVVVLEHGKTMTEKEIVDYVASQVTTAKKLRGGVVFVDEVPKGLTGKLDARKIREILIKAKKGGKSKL
# STAT1 blocker: STAT1 signaling inhibitors, primary screen, cell-based, HTS, luciferase reporter; inhibition, % at 5.5 µM; NIH 3T3 STAT1-luciferase reporter, IFN-gamma, luminescence; 0.35% of 200,000 active;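 active = inhibition above a set limit, the mean inhibition across all tested compounds plus 3 SD, cut at about 34% in these data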;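 also: 0% = IFN-gamma with DMSO and 100% = IFN-gamma with 300 µM nifuroxazide; values of inactives mirror those of a sister screen read the other way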
# RAM network inh: inhibitors of the yeast RAM network, primary screen, dse1pr::URA3 reporter, 5-FOA selection. 1.8% of 190,000 active. S. cerevisiae dse1pr::URA3 reporter, 5-FOA growth OD615, 2 d; analog-sensitive cbk1-as2 kinase mutant strain. inhibition, % at 50 µM;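 active = inhibition above a set limit, 3 SD over mean compound inhibition, cut at about 8.4% in these data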;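 also: 0% = DMSO-only wells with no growth and 100% = 10 µM 1-NA-PP1 full growth; inhibition rescues growth on 5-FOA so higher OD means more RAM inhibition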
# NF-kB neuron act: activators of NF-kB expression in neurons, primary screen, cell-based, HTS; fold change at 12.5 µM; human neuronal cells, NF-kB reporter expression; active compounds read high; 1.6% of 190,000 active; in the data active = fold change above about 3.3
# STAT3 activator: IL-6 driven STAT3 reporter potentiators, primary screen, U3A cells, luciferase, luminescence, MLSCN library. activation (% of control), % at 5.6 µM. IL-6 STAT3-luciferase reporter; 100% = signal with IL-6 EC80 alone. 0.91% of 190,000 active;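 active = activation above the screen-wide mean of compound activation plus 3 SD, cut at about 130% in these data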;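 also: 0% = background luminescence of wells with medium and substrate only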
#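 System – human U3A cells carrying STAT3-luciferase construct · Probe or stimulus – Interleukin-6, 33 ng/mL · Schedule – compound 1 h, then IL-6 6 h at 37 °C · Signal – luminescence from STAT3-driven luciferase reporter · Evaluation – percent of IL-6-only median luminescence · Benchmarks – IL-6-only high control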
# An asterisk follows results filed as active; · = not tested or not shown.
entry	smiles	FLuc inh counter	RAM network inh	STAT3 inh	NF-kB neuron act	APP transl inh
1	Cc1cc(C)n2c(SCc3c(C)noc3C)nnc2n1	-3	-0.9	1	0.97	-8
2	CCOC(=O)c1oc2ccc(S(=O)(=O)n3nc(-c4ccc(Cl)cc4)cc3N)cc2c1C	0	1.8	12	1	10
3	N#C/C(=C\c1ccc(O)c([N+](=O)[O-])c1)C(=O)NCc1ccccc1	-1	3.0	-2	1.1	10
4	Cc1ccc(OCC(=O)Nc2ccc(S(=O)(=O)Nc3ccccn3)cc2)c(C)c1	-6	2.0	-4	1.2	3
5	O=C(O)c1ccc(N2C(=O)CC(SC(=Nc3ccccc3)Nc3ccccc3)C2=O)cc1 (stereo unspecified)	-2	6.6	1	0.93	0
6	Cc1cc(C)cc(OCC(=O)NNC(=O)c2cc3ccccc3o2)c1	0	6.6	-1	1.4	-4
7	Cc1ccc(C2CC(c3ccc(F)cc3)Nc3nc(N)nn32)cc1 (stereo unspecified)	-7	0.7	9	1.1	-2
8	c1ccc(CCn2cnc3ccccc32)cc1	-1	3.8	11	·	-35
9	O=C(NCCCN1CCCC1=O)c1cc(-c2ccc3c(c2)OCO3)nc2ccccc12	5	0.7	-7	0.64	-3
10	COc1cccc(-n2c([S-])c(C(=O)Nc3ccc(C(F)(F)F)cc3)[n+]3ccccc23)c1	0	3.4	27	0.98	-1
11	Cc1ccc(-n2c(C)cc(C(=O)NS(=O)(=O)c3ccc(C)cc3)c2C)cc1	-2	8.6*	-23	1.3	-22
12	Cc1ccc(Cn2ncc3c(N4CCCC4)ncnc32)cc1	-5	1.2	8	0.96	-7
13	Cc1oc(-c2cccc(F)c2)nc1CN(Cc1ccccc1)C[C@@H]1CCC(=O)N1	-6	-0.1	-6	1	-14
14	COC(=O)C1=C(C)N(C)C(=O)NC1c1ccccc1 (stereo unspecified)	-6	0.4	2	1.1	1
15	CCOc1cc(/C=N/NC(=O)c2cc(-c3cccnc3)nc3ccccc23)ccc1O	0	4.6	0	1.3	-10

entry	Hsp70 act	STAT3 activator	APP 5'UTR act	STAT1 blocker	STAT1 act
1	-0.4	100	8	-3	103
2	0.1	97	-10	-4	103
3	-0.4	106	-10	-6	104
4	-0.1	105	-3	-14	113
5	-0.3	100	0	1	99
6	-0.4	105	3	0	100
7	-0.2	93	2	10	92
8	0.5	94	35	-12	109
9	0.4	110	3	6	91
10	0.1	83	1	-19	116
11	-0.3	118	22	-6	106
12	-0.3	96	7	12	89
13	-0.3	111	14	-9	106
14	0.0	102	-1	-8	108
15	0.2	107	10	2	96

# Continuation.
entry	smiles	FLuc inh counter	RAM network inh	STAT3 inh	NF-kB neuron act	APP transl inh
16	CCCS(=O)(=O)c1c(S(=O)(=O)CCC)c2c(N)cccn2c1C(=O)c1ccc(F)cc1	-4	3.1	8	0.59	-3
17	NC(=O)c1cc([N+](=O)[O-])ccc1NCCN1C(=O)c2ccccc2C1=O	-7	4.0	6	1.1	14
18	O=C(CCc1nc(-c2ccccc2F)no1)Nc1ccc(Oc2ccccc2)cc1	-2	3.2	43	1.1	1
19	CCOc1cc(C)c(C(C)C)cc1S(=O)(=O)N1CCOCC1	5	1.4	6	1	1
20	O=C(NC1CCCCC1)N1CCN(CCc2ccccc2)CC1	-9	0.2	2	1	-3
21	CCN(CC)C(=O)C1CC(c2ccc(OC)cc2)=NO1 (stereo unspecified)	4	2.2	-5	1.7	-34
22	CC(c1ccccc1F)n1cc(C(=O)NCCCn2ccnc2)nn1 (stereo unspecified)	-3	0.5	-9	1.2	20
23	CC(NC(=O)c1cccc(S(=O)(=O)N(C)C)c1)c1nc2ccccc2[nH]1 (stereo unspecified)	-4	0.1	-3	1	7
24	O=C(/C=C/c1cccc(O)c1)c1cccnc1	6	0.1	18	1.3	-32
25	CC(C)N(C(=O)/C=C/c1cccc([N+](=O)[O-])c1)C(C)C	0	0.8	8	0.99	17
26	Cc1cccc(C)c1N1CCN(C(=O)Cn2cncn2)CC1	-2	-1.3	3	1.8	5
27	COc1ccccc1NC(=O)C1CCCN(c2nc(C)cc(C)n2)C1 (stereo unspecified)	-8	0.7	10	1.6	30
28	CCCNC(=O)CSc1nnc(-c2ccc(F)cc2)o1	-3	1.9	4	1.1	12
29	CCOc1ccc(/C=C2/SC(=S)N(n3c(C)ccc3C)C2=O)cc1	24	4.5	-5	0.67	7
30	CCNC(=O)c1c(N)sc2c1CCCCC2	-4	·	14	·	1

entry	Hsp70 act	STAT3 activator	APP 5'UTR act	STAT1 blocker	STAT1 act
16	0.2	101	3	3	98
17	-0.4	97	-14	-8	107
18	-0.3	66	-1	12	89
19	0.3	98	-1	3	94
20	-0.1	103	3	-3	103
21	0.2	109	34	-17	115
22	0.6	110	-20	-3	107
23	-0.1	106	-7	10	89
24	-0.1	87	32	-1	100
25	-0.1	95	-17	3	97
26	-0.3	100	-5	-4	104
27	-0.3	94	-30	12	94
28	0.3	101	-12	-11	109
29	-0.6	110	-7	4	96
30	-0.3	95	-1	5	95

# (continued)
entry	smiles	FLuc inh counter	RAM network inh	STAT3 inh	NF-kB neuron act	APP transl inh
31	O=C(NC1CCCCC1)C(c1cccs1)N(C(=O)c1ccco1)c1ccc2c(c1)OCCO2 (stereo unspecified)	1	1.4	-1	1	-18
32	CCCCNC(=O)c1ccc2c(c1)ncn2C1CCCCC1	-2	-0.4	18	1.3	-30
33	O=C(CCCCCn1c(=S)[nH]c2ccc(N3CCOCC3)cc2c1=O)NCc1ccccc1	-4	4.0	-3	1.2	3
34	CCOC(=O)c1ccc(-n2ccnc2)c(NC(=O)c2ccc(C(C)(C)C)cc2)c1	1	-0.7	-11	1	1
35	O=[N+]([O-])c1ccc(S(=O)(=O)CC2CSc3nc4ccccc4n32)cc1 (stereo unspecified)	2	0.8	6	1	4
36	Cc1cccc(C(=O)N[C@H](C(=O)OCC(=O)NC2CCS(=O)(=O)C2)C(C)C)c1 (stereo partly specified)	-3	0.3	-3	1.1	-16
37	O=C(CNC(=S)N(CCCN1CCOCC1)Cc1cccs1)NC1CCCC1	-8	1.0	-5	1.3	2
38	C=CCn1cc(F)c(=O)n(CC=C)c1=O	-7	2.0	16	1.3	-1
39	CC(=O)Nc1ccc(S(=O)(=O)Oc2ccc(C(=S)N3CCCCC3)cc2)cc1	-6	1.2	28	0.87	-4
40	CCN(N=Nc1cccc([N+](=O)[O-])c1)c1cccc([N+](=O)[O-])c1	-2	2.6	20	1	-2
41	COC(=O)c1ccccc1NC(=O)c1cc(C2CC2)on1	0	3.4	-9	1.2	-1
42	O=C(c1cc(F)ccc1F)C1CCCN(C(=O)c2ccc(F)cc2Cl)C1 (stereo unspecified)	-6	1.3	12	1.2	1
43	Cc1ccc(S(=O)(=O)c2cc3cc(Br)ccc3oc2=O)cc1	-6	4.9	-4	1.1	-11
44	CCCS(=O)(=O)N1CCC(C(=O)N2CCCC2)CC1	-7	2.1	-2	0.98	4
45	CCCCCCCCSc1nnc(-c2ccc(OC)cc2)o1	-7	6.5	36	1	5

entry	Hsp70 act	STAT3 activator	APP 5'UTR act	STAT1 blocker	STAT1 act
31	0.5	104	18	-9	107
32	-0.1	89	30	-14	113
33	-0.1	101	-3	2	98
34	0.0	109	-1	-3	103
35	-0.4	95	-4	17	85
36	0.5	100	16	1	101
37	0.1	105	-2	-8	105
38	-0.1	90	1	-5	103
39	-0.2	78	4	26	77
40	-0.3	87	2	-8	108
41	-0.2	112	1	5	96
42	-0.4	93	-1	6	93
43	-0.3	101	11	23	80
44	-0.1	104	-4	-1	101
45	-0.2	72	-5	-3	103

# Later entries:
entry	smiles	FLuc inh counter	RAM network inh	STAT3 inh	NF-kB neuron act	APP transl inh
46	O=C(NCc1ccccc1)c1ccccc1C(=O)c1ncc[nH]1	-10	-0.3	1	·	-15
47	CC(C(=O)Nc1ccccc1Oc1ccccc1)c1ccccc1 (stereo unspecified)	-4	0.0	2	1.3	2
48	COc1ccc(/C=N/NC(=O)c2ccncc2)cc1CN1CCN(c2ccc(F)cc2)CC1	-4	2.4	3	1.1	7
49	CN(Cc1ccccc1)C(=O)c1ccccc1NC(=O)c1ccccc1	-5	0.5	5	1.1	6
50	Cn1c(CN2CCCCC2)nc2cc(NC(=O)c3cccs3)ccc21	0	1.2	8	1.4	-14
51	C#CCOC(=O)CCCNc1ccc([N+](=O)[O-])cc1[N+](=O)[O-]	0	1.6	7	1.1	-23
52	Cc1cccc(-n2c(SCc3ccc([N+](=O)[O-])cc3)nnc2-c2c[nH]c3ccccc23)c1	-7	2.8	15	1.3	-14
53	O=C(COc1ccc(S(=O)(=O)N2CCCC2)cc1Cl)NCc1ccc2c(c1)OCO2	0	2.9	2	0.68	6
54	C=CCn1c(C)c(C(C)=O)c(N2CCN(c3ccccc3)CC2)nc1=S	-6	0.7	9	1	13
55	O=c1c2cc(Br)ccc2nc2n1CCCCC2	6	0.1	12	1.5	-4

entry	Hsp70 act	STAT3 activator	APP 5'UTR act	STAT1 blocker	STAT1 act
46	0.1	105	15	2	99
47	0.0	97	-2	4	97
48	-0.2	99	-7	-12	110
49	-0.2	100	-6	-3	103
50	0.3	97	14	-9	109
51	0.1	100	23	2	99
52	0.1	92	14	3	96
53	-0.3	98	-6	-3	103
54	-0.2	96	-13	4	96
55	0.1	93	4	-18	116

# Six entries from above, with values under each structure:
# Order of values – FLuc inh counter, RAM network inh, STAT3 inh, NF-kB neuron act, APP transl inh, Hsp70 act, STAT3 activator, APP 5'UTR act, STAT1 blocker, STAT1 act
[54] C=CCn1c(C)c(C(C)=O)c(N2CCN(c3ccccc3)CC2)nc1=S
→ -6, 0.7, 9, 1, 13, -0.2, 96, -13, 4, 96
[55] O=c1c2cc(Br)ccc2nc2n1CCCCC2
→ 6, 0.1, 12, 1.5, -4, 0.1, 93, 4, -18, 116
[51] C#CCOC(=O)CCCNc1ccc([N+](=O)[O-])cc1[N+](=O)[O-]
→ 0, 1.6, 7, 1.1, -23, 0.1, 100, 23, 2, 99
[53] O=C(COc1ccc(S(=O)(=O)N2CCCC2)cc1Cl)NCc1ccc2c(c1)OCO2
→ 0, 2.9, 2, 0.68, 6, -0.3, 98, -6, -3, 103
[49] CN(Cc1ccccc1)C(=O)c1ccccc1NC(=O)c1ccccc1
→ -5, 0.5, 5, 1.1, 6, -0.2, 100, -6, -3, 103
[47] CC(C(=O)Nc1ccccc1Oc1ccccc1)c1ccccc1 (stereo unspecified)
→ -4, 0.0, 2, 1.3, 2, 0.0, 97, -2, 4, 97

# RAM network inh: hit marks shown above
nr | mol | RAM network inh | NF-kB neuron act | APP transl inh | Hsp70 act | STAT3 activator | APP 5'UTR act | STAT1 blocker | STAT1 act
11 | Cc1ccc(-n2c(C)cc(C(=O)NS(=O)(=O)c3ccc(C)cc3)c2C)cc1 | 8.6* | 1.3 | -22 | -0.3 | 118 | 22 | -6 | 106

# Screens (PubChem)
